# Assay outcomes: PubChem BioAssay, National Center for Advancing Translational Sciences (NCATS)
# FUS suppressor – suppressors of FUS proteinopathy in yeast | S. cerevisiae FUS-expressing, growth rescue, OD600, 24 h | Potency, µM (top dose mostly 76.6 µM), for inactives: at the highest dose growth rescue (activation), usual class: activators | 0.24% of 390,000 active | AID 1347120;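 also: potency is read from the fitted curve at half-maximal effect; plate controls were DMSO vehicle for no effect and reference control for full effect; nearly all actives have a fitted effect of over 55% in size; some results filed as inactive show a strong effect at the top dose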
#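 Quantitative HTS measuring growth restoration of FUS-toxic yeast. Galactose-induced cells (OD 0.005) were exposed 24hr at 30C to compounds at several concentrations, then absorbance at 600 nm was recorded.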
# EPAC1 agonist – activates human EPAC1 exchange factor; 0.073% of 360,000 active; Potency, µM (highest dose often 154 µM), for inactives: at the top dose activation, hits mostly activators; EPAC1 agonist qHTS, biochemical assay; response scale: 100% = response to 6.5 mM cAMP; O95398; also: potency is read from the fitted curve at half-maximal effect; nearly all actives have a fitted effect of over 60% in size
#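 Normalized to 6.5 mM cAMP, activity reflects EPAC1-catalysed release of BODIPY-GDP from Rap1B, followed kinetically over 30 min at 480 nm excitation, 540 nm emission. Reaction contained 100 nM EPAC1, 250 nM Rap1B-BODIPY-GDP, 50 uM GDP.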
# Abeta rescue – A-beta toxicity reversal in yeast. yeast expressing A-beta42, growth rescue, OD600, 48 h; response scale: 0% DMSO, 100% iron-clioquinol control. 0.063% of 410,000 active. Potency, µM (top dose mostly 46.1 µM), inactives show at the top dose growth rescue, actives largely listed as activators; also: potency is read from the fitted curve at half-maximal effect; nearly all actives have a fitted effect of over 55% in size
#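 Yeast A-beta toxicity model in growth medium with pinned compounds, 48 h at 30 C; growth read as absorbance at 600 nm. Normalized to FeCl3/clioquinol equimolar mix (positive) and DMSO (negative).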
# PLK1 PBD block – inhibitors of human PLK1 polo-box domain binding | P53350 | Plk1 PBD binding of FITC phosphopeptide, fluorescence polarization | Potency, µM, without a hit: max response, negative = inhibition, actives largely listed as inhibitors | 2.8% of 360,000 active; also: potency is read from the fitted curve at half-maximal effect; series mostly up to about 57 µM; % is scaled to controls: 0 for no effect and ±100 for the full control effect; nearly all actives have a fitted effect of over 65% in size
# IL-2 act – activates IL-2 in a cell-based reporter assay; IL-2 activation reporter assay, cell-based qHTS; stimulated with anti-CD3/CD4/CD28 beads; in transgenic mouse T cells; activation, % (series mostly up to about 46 µM); 0.065% of 360,000 active; AID 652025; in the data active = activation above about 50%; inconclusive = mostly about 30% to 49%; also: 0% is about no effect
#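 Unstimulated transgenic mouse T cells, 750 per well, received compound and, after 60 minutes, anti-CD3/anti-CD4 bead plus anti-CD28 stimulation. EGFP and DsRed were quantified after 18 hours.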
# WRN helicase inh – WRN helicase (human) inhibition; Q14191; WRN helicase unwinding, fluorescent forked duplex, kinetic; Potency, µM (doses to about 114 µM), for the others: at the top dose activity change, negative = inhibition, most hits filed as inhibitors; 0.46% of 360,000 active; AID 651768; also: potency is read from the fitted curve at half-maximal effect; % is scaled to controls: 0 for no effect and ±100 for the full control effect; nearly all actives have a fitted effect of over 55% in size
# Target sequence (Q14191 whole entry, looked up): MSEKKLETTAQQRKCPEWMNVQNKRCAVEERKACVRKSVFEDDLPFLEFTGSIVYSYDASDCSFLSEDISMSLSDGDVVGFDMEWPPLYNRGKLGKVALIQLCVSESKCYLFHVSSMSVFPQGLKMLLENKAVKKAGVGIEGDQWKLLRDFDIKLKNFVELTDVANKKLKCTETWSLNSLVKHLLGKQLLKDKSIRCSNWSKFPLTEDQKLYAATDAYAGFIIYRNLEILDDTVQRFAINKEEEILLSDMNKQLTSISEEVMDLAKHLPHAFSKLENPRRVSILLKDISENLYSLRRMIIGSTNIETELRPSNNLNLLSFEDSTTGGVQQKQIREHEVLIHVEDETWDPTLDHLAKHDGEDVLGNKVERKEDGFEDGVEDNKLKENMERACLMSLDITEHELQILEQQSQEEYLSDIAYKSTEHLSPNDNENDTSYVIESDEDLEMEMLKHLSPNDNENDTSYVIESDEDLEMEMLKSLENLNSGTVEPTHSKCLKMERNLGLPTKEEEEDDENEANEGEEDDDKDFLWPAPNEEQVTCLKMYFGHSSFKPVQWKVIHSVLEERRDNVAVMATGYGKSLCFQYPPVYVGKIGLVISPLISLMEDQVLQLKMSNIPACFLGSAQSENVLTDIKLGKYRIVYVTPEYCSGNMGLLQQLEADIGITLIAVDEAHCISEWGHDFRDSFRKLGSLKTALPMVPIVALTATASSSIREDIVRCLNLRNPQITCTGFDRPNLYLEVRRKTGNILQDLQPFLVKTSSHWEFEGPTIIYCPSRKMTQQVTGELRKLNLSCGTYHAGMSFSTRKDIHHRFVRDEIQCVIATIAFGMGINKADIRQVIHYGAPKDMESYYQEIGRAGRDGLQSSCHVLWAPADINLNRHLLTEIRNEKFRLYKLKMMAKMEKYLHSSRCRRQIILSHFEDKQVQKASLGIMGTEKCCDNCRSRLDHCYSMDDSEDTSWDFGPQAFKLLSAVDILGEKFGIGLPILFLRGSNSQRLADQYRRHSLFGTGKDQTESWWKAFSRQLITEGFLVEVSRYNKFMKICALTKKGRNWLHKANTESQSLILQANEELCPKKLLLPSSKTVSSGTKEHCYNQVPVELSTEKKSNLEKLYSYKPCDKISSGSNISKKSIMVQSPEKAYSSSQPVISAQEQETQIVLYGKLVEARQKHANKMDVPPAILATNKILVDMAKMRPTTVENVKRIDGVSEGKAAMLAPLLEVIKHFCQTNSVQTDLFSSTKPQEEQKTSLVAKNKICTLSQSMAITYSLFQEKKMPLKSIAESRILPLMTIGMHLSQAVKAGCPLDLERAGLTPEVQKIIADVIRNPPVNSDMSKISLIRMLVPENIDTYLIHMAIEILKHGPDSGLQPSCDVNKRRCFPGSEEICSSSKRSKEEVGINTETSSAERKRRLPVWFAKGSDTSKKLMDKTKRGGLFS
#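 Fluorescence dequenching readout, ex 525 nm/em 598 nm, kinetic mode: forked duplex DNA (100 nM final) with adjacent fluorophore and quencher unwound by WRN (20 nM final) with 2 mM ATP. Compound preincubation 15 min, room temperature.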
# EPAC1 antagonist – blocks human EPAC1 exchange factor; Potency, µM (series often up to 115 µM), without a hit: at the top dose activity change, negative = inhibition, hits mostly inhibitors; EPAC1 GEF assay, Rap1b-BODIPY-GDP exchange fluorescence; O95398; AID 720709; 0.14% of 360,000 active;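 also: potency is read from the fitted curve at half-maximal effect; plate controls were vehicle for no effect and positive control for full effect; nearly all actives have a fitted effect of over 50% in size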
# PI5P4K alpha inh – blocks human PI5P4K alpha kinase activity; P48426; PI5P4Kalpha enzyme, ADP-Glo luminescence, 60 min; active compounds read low; max response, %; 1.2% of 330,000 active; active = max response of -50% or lower; inconclusive = between -30% and -50%; inactive = -30% or higher; also: value at the top dose of about 77 µM; % is scaled to controls: 0 for no effect and ±100 for the full control effect
#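 ADP-Glo luminescence end-point read after a 60 min room-temperature kinase reaction of PI5P4Kalpha plus substrate, initiated with ATP at 5 microM final. Buffer: 0.038 M HEPES pH 7.4, EGTA, 0.1% CHAPS, 5% DMSO.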
# Starred values were filed as active, the others as inactive; ? = inconclusive; / = no result given; [ ] = another dose, or the depositor's remark. Unless noted, calls follow the shape of the dose curve; as a rule, active = well fitted curve in the direction sought with a large enough effect; inconclusive = small, poorly fitted or top-dose-only effect, or another doubt; inactive = no such curve, though single readings can be large; an effect the other way counts as inactive or inconclusive. Outcome played no part in choosing rows; overall some 4.1% were active at least once.
SMILES,FUS suppressor,EPAC1 agonist,Abeta rescue,PLK1 PBD block,IL-2 act,WRN helicase inh,EPAC1 antagonist,PI5P4K alpha inh
COc1cccc(N2CC(=O)N(NC(=O)c3sc4nc(C)cc(C)c4c3N)CC2=O)c1,8%,4%,8%,-7%,-0.5,-18%,-15%,-2
COc1ccc(-c2nnc(SCC(=O)Nc3ncc(C(F)(F)F)cc3Cl)n2CC(C)C)cc1,32%,-15%,16%,-4%,1.5,3%[57.1 µM],19%,-4
COc1ccc(N(CN2C(=O)c3ccccc3C2=O)C(=O)COc2ccc(Cl)cc2Cl)cc1,14%,11%,1%,-2%,2.3,4%,-7%,-4
CC(C)C[C@H](NC(=O)N1CC(=O)Nc2ccccc21)C(=O)N[C@@H](Cc1c[nH]c2ccccc12)C(=O)O,-1%,-21%,-10%,0%,0.2,10%,7%,1
Cc1cc(C(=O)COC(=O)[C@H](C)NC(=O)c2ccco2)c(C)n1Cc1ccco1,17%,5%,-21%,-8%,-0.7,-11%,-20%,-25
COc1ccc(C(CNC(=O)CSc2ccccc2F)N2CCOCC2)cc1 (stereo not drawn),17%,5%,-3%,?,2.7,-6%,-25%,-4
CCN1C(=O)[C@H]2[C@H]3CN=C(SCc4ccc(C)cc4)N3[C@@](Cc3ccccc3)(C(=O)OC)[C@H]2C1=O,-1%,3%,-10%,-14%,-0.5,-5%,-13%,3
Fc1cc(F)c2nc(N3CCCC3)sc2c1,-1%,7%,-13%,2%,-0.3,2%,0%,7
Cc1ccc(NC(=S)N(CCCN2CCN(C)CC2)Cc2cccs2)cc1C,11%,-1%,-7%,3%,-4.9,0%,-2%,1
COc1cccc(/C=N/Nc2ncnc(N)c2[N+](=O)[O-])c1OC,11%,9%,-3%,-9%,-1.2,-8%,1%,-7
O=C(c1ccccc1)c1c(-c2ccccc2)[nH]n(-c2ccccc2)c(=O)c1=O,?,5%,-20%,3%,-0.7,-12%,-3%,2
O=[N+]([O-])c1cccc(-c2ccc(C(=S)N3CCN(c4ccc(F)cc4)CC3)o2)c1,20%,15%,0%,-15%,-0.4,-35%[57.1 µM],11%,-21
Cc1cc(Br)cc2c(C(=O)Nc3c(C)n(C)n(-c4ccccc4)c3=O)cc(-c3cccs3)nc12,7%,2%,8%,-4%,-2.4,-10%,-9%,/
CC(C)OP(=O)(Nc1cccc2ccccc12)OC(C)C,5%,-6%,20%,-3%,0.2,-1%,-5%,11
Cc1cc(C(=O)Nc2ccccc2N2CCOCC2)ccc1[N+](=O)[O-],1%,6%,-6%,0%,0.9,2%,7%,-3
Cc1c(Cl)ccc2sc(NC(=O)C3CC3)nc12,-13%,3%,-14%,-10%,-0.6,4%,6%,15
CCC(=O)c1ccc(Oc2nc3c(c(=O)n(C)c(=O)n3C)n2CC)cc1,13%,3%,-9%,2%,1.2,-9%,-22%,6
Cc1cccc2cc(CN(Cc3ccc(F)cc3)C(=O)C(F)(F)F)c3nnnn3c12,4%,6%,7%,-16%,18,0%,9%,5
CCOc1ccc2[nH]c3nc(SCC(=O)NC4CC4)nnc3c2c1,-7%,-2%,6%,-6%,1.2,-12%,-1%,-1
O=C(O)CNc1ncccc1[N+](=O)[O-],-13%,9%,-17%,-26%,-0.3,-7%,7%,-8
O=C1C(Nc2ccc(O)cc2)=C/C(=N/S(=O)(=O)c2cccs2)c2ccccc21,-1%,10%,-9%,-2%,0.4,-16%,-12%,-16
CCN(Cc1nc2cc(Cl)ccc2c(=O)[nH]1)C(=O)c1cccc(OCc2c(C)noc2C)c1,35%,-5%,-1%,2%,-0.3,5%,-8%,-3
CCOC(=O)N1CCN(C(=O)c2cc(COc3ccc(OC)cc3Cl)on2)CC1,/,1%,8%,-1%,-3.4,-33%,-4%,6
CC(=O)Nc1ccc(S(=O)(=O)NCCC(=O)Nc2cccc(Cl)c2)cc1,-7%,-6%,-12%,-4%,-0.1,-18%,-3%,4
CC(OC(=O)c1ccc([N+](=O)[O-])s1)C(=O)NC1CCCCC1C (stereo not drawn),-25%,-1%,-10%,-9%,0.9,2%[11.6 µM],-28%,0
CCCN(CCC)C(=O)/C=C/c1cccc([N+](=O)[O-])c1,23%,-4%,-13%,-13%,-1.3,4%,-15%,0
CCCCn1c(-c2ccsc2)nc2c1c(=O)[nH]c(=O)n2CCC,6%,1%,-4%,-3%,-2.6,-1%,8%,-7
C[C@@H]1CN([C@@H](C)CO)S(=O)(=O)c2ccc(Br)cc2O[C@H]1CN(C)Cc1ccc(-c2ccccc2)cc1,?,-12%,-64%[inhibitor],5%,-3.2,-11%,18%,17
Oc1ccc(Cl)cc1CNCC1CCCO1 (stereo not drawn),5%,6%,-4%,-5%,-2.5,2%,12%,0
COCCN(CCOC)Cc1cc(=O)oc2cc3c(cc12)CCC3,19%,0%,7%,-3%,-2.6,12%,15%,-8
CC(C)NC(=O)N(C)C[C@H]1Oc2ccc(NC(=O)CCN3CCOCC3)cc2C(=O)N([C@H](C)CO)C[C@@H]1C,9%,-7%,2%,-9%,0.2,2%,?,-2
O=C(Cn1cc(C(=O)C(=O)N2CCOCC2)c2ccccc21)Nc1cccc(C(F)(F)F)c1,12%,-3%,1%,0%,-2.0,-11%,-9%,0
Cc1ccc(/C=N/c2sc3c(c2C#N)CCCCC3)o1,45%,7%,-10%,-15%,-0.3,-6%,0%,-29
CC(C)CC(C(=O)Nc1oc(-c2ccccc2)c(-c2ccccc2)c1C#N)N1C(=O)c2ccccc2C1=O (stereo not drawn),13%,-1%,6%,-4%,-0.5,-1%,13%,0
CC(=O)c1c(C)[nH]c(C(=O)OCC(=O)Nc2cccc(S(=O)(=O)N(C)C)c2)c1C,8%,-3%,-22%,-10%,-1.6,0%,3%,-3
N#CCCN(CCC#N)C(=S)NC1CC2C=CC1C2 (stereo not drawn),0%,-7%,-1%,4%,-0.4,3%,13%,5
Cc1ccc(S(=O)(=O)N(C)C)cc1NC(=O)c1ccccc1Br,15%,-7%,-3%,-8%,0.9,-3%,-16%,-7
COc1ccc(-c2cn3c(n2)CCC3)cc1,-4%,-2%,4%,-2%,0.9,8%,2%,-1
COc1cc(C(c2c(C)[nH][nH]c2=O)c2c(C)[nH][nH]c2=O)ccc1OCc1ccc([N+](=O)[O-])cc1,?,8%,1%,?,-1.8,-34%,-1%,?
CC(C)(C)C1CCc2[nH]nc(C(=O)O)c2C1 (stereo not drawn),35%,1%,29%,-11%,1.8,-2%,6%,-4
CCCCNC(=O)CSc1nc2ccccc2c(=O)n1Cc1ccc2c(c1)OCO2,-19%,0%,-9%,3%,1.7,-6%,10%,2
CCc1nnc(NC(=O)c2ccc(N3C(=O)CCC3=O)cc2)s1,-28%,18%,-19%,-15%,-4.1,9%,-4%,-8
CCCCN=C1SC(C(=O)Nc2sc3c(c2C(=O)OC)CCC3)C(N)=C1C(=O)N1CCOCC1 (stereo not drawn),38%,0%,-14%,-13%,0.3,-3%,-17%,-11
COc1cccc(/C=N/Nc2c(Cl)cncc2Cl)c1O,15%,-1%,-14%,3%,-6.1,-15%,-8%,3
Cc1ccc2oc(=O)c(/C=C(\O)C(C)(C)C)nc2c1,13%,-11%,15%,5%,-0.4,-8%,-2%,-6
CCOC(=O)c1cnc(SCC(=O)NCc2cccs2)nc1N,9%,-6%,-4%,-5%,-1.2,-3%[57.1 µM],-2%,/
CS(=O)(=O)NN1C(=O)c2ccccc2NC12CCCC2,0%,-5%,4%,-1%,1.9,6%,-4%,-6
COc1cc(Cl)ccc1OCc1cc(C(=O)N(C)Cc2cccc3cnccc23)no1,25%,-17%,-22%,8%,-1.1,-7%,-17%,0

# Just EPAC1 agonist and EPAC1 antagonist, for 3 of the compounds above:
structure,EPAC1 agonist,EPAC1 antagonist
COc1cc(C(c2c(C)[nH][nH]c2=O)c2c(C)[nH][nH]c2=O)ccc1OCc1ccc([N+](=O)[O-])cc1,8%,-1%
CC(C)(C)C1CCc2[nH]nc(C(=O)O)c2C1 (stereo not drawn),1%,6%
CCCCNC(=O)CSc1nc2ccccc2c(=O)n1Cc1ccc2c(c1)OCO2,0%,10%

# Continued.
SMILES,FUS suppressor,EPAC1 agonist,Abeta rescue,PLK1 PBD block,IL-2 act,WRN helicase inh,EPAC1 antagonist,PI5P4K alpha inh
CN(CC(=O)Nc1ccc(F)c(F)c1F)C(=O)c1cc(-c2ccncc2)nc2ccccc12,12%,4%,6%,1%,-3.1,-24%,1%,-9
COc1cc(/C=N/n2cnnc2)ccc1Oc1nc(Cl)ncc1F,3%,-1%,4%,3%,-0.1,6%,-3%,3
O=C(NC(=S)Nn1cnc2c(cnn2-c2ccccc2)c1=O)c1ccc(Cl)cc1,11%,4%,-12%,?,-0.6,-17%,8%,-2
Cc1cccc(C)c1NC(=O)CSc1nnc([C@@H]2CCCN2C(=O)OC(C)(C)C)o1,10%,0%,4%,-8%,3.8,10%,4%,/
CCN(CC)C(=O)CSc1nnc([C@H](Cc2c[nH]c3ccccc23)NC(=O)OC(C)(C)C)o1,41%,-9%,14%,0%,2.6,6%,3%,/
Cc1ccc(C)c(C(=O)CN2C(=O)NC3(CCc4ccccc43)C2=O)c1 (stereo not drawn),-3%,3%,-4%,-7%,3.0,-2%,-15%,-11
Cc1ccc(OCCSc2nnc(C)c(=O)n2N)cc1,-6%,-15%,-4%,-5%,-2.4,11%,13%,-4
O=C(O)CSc1cc(C(F)(F)F)nc(-c2ccccn2)n1,25%,3%,-1%,5%,-1.8,-4%,-4%,1
COc1ccc(-n2c(SCC(=O)NCc3ccco3)nnc2-c2c[nH]c3ccccc23)cc1,-5%,2%,1%,-9%,0.0,-6%,-23%,0
Cc1ccc(-n2c(C)cc(/C=N/NC(=O)CC3(C)OCCO3)c2C)c(C)c1,13%,11%,0%,-13%,-0.6,-3%,-10%,-1
COc1ccc(CCOC(=O)c2ccc(NC(=O)CC#N)cc2)cc1,14%,13%,-1%,-13%,-2.2,-6%,-1%,-4
CC(c1ccon1)N(C)C(=O)c1cccc(OC2CCN(S(C)(=O)=O)CC2)c1 (stereo not drawn),3%,-3%,2%,3%,-3.3,6%,20%,-3
C#Cc1ccc(NC(=O)C2(C)CCN2C(=O)c2ccccc2CCc2ccccc2)cc1 (stereo not drawn),20%,2%,6%,-8%,-0.7,-7%,-6%,23
